# D3 ag – qHTS of D3 Dopamine Receptor Agonist: qHTS. D3R DiscoveRx beta-arrestin cells, luminescence, 90 min. actives 0.58% (n = 410,000). AID 652048, 2013. D(3) dopamine receptor (Homo sapiens), P35462. max activation, %; in the data active = max activation above about 30%; also: 0% is about no effect; mostly tested at two doses, the higher about 12 µM
#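 Agonist mode: compounds and dopamine controls were applied to plated cells for 90 min at 37 degrees C after an overnight attachment at 1500 cells/well. Luminescent read-out followed 30 - 60 minutes at room temperature with DiscoveRx detection reagent.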
# IL-2 act – qHTS of IL-2 Activators. actives 0.065% (n = 360,000). IL-2 activation reporter assay, cell-based qHTS; stimulated with anti-CD3/CD4/CD28 beads; in transgenic mouse T cells. activation, % (series mostly up to about 46 µM); in the data active = activation above about 50%; inconclusive = mostly about 30% to 49%; also: 0% is about no effect
#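 Quantitative HTS in unstimulated transgenic mouse T cells, with memory T cells as non-tolerant control and PMA/ionomycin as tolerance-bypass control. Compound pretreatment lasted 60 minutes before 18 h bead stimulation; EGFP/DsRed fluorescence read.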
# PLK1 PBD block – qHTS for Inhibitors of PLK1-PDB (polo-like kinase 1 - polo-box domain): Primary Screen; Serine/threonine-protein kinase PLK1 (Homo sapiens), P53350; Plk1 PBD binding of FITC phosphopeptide, fluorescence polarization; Potency, µM, for inactives: max response, negative = inhibition, usual class: inhibitors; actives 2.8% (n = 360,000); also: potency is read from the fitted curve at half-maximal effect; series mostly up to about 57 µM; % is scaled to controls: 0 for no effect and ±100 for the full control effect; nearly all actives have a fitted effect of over 65% in size
# PI5P4Ka inh – qHTS for Inhibitors of phosphatidylinositol 5-phosphate 4-kinase (PI5P4K). Phosphatidylinositol 5-phosphate 4-kinase type-2 alpha (Homo sapiens), P48426. PI5P4Kalpha enzyme, ADP-Glo luminescence, 60 min; active compounds read low. max response, %. actives 1.2% (n = 330,000); active = max response of -50% or lower; inconclusive = between -30% and -50%; inactive = -30% or higher; also: value at the top dose of about 77 µM; % is scaled to controls: 0 for no effect and ±100 for the full control effect
#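 Human PI5P4Kalpha with substrate in 0.038 M HEPES pH 7.4, 0.28 mM EGTA, 0.1% CHAPS, 5% DMSO; reaction started with 5 microM ATP (final), 60 min at room temperature. ADP formed read by ADP-Glo luminescence.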
# HEK293 tox – qHTS of GLP-1 Receptor Inverse Agonists: Cytotox Screen. HEK293 cAMP-luciferase reporter cells, luminescence, 24 h. actives 0.13% (n = 410,000). Potency, µM (titrated, usually from 38.3 µM), for the others: at the highest dose activity change, negative = inhibition, most hits filed as inhibitors;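 also: loss of luciferase light is scored as toxicity; potency is read from the fitted curve at half-maximal effect; % is scaled to controls: 0 for no effect and ±100 for the full control effect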
#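 A 23 nL compound transfer followed 12 hours of cell culture at 37 deg C; exposure then lasted 24 hr. Luciferase assay detection reagent was dispensed and plates read for luminescence after a 12 min room-temperature wait.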
# GLP1R inv ag – qHTS of GLP-1 Receptor Inverse Agonists (Inhibition Mode); Glucagon-like peptide 1 receptor (Homo sapiens), P43220; HEK293 GLP-1R CRE-luciferase, luminescence, 24 h; GLP-1R form is constitutively active; Potency, µM (top dose mostly 38.3 µM), for inactives: at the highest dose activity change, negative = inhibition, most hits filed as inhibitors; actives 1.6% (n = 410,000); also: potency is read from the fitted curve at half-maximal effect; % is scaled to controls: 0 for no effect and ±100 for the full control effect; nearly all actives have a fitted effect of over 55% in size
#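 Stable HEK293 clone (constitutively active GLP-1R + cAMP-response luciferase); 200 cells/uL plated, 12 h pre-culture, compound 24 hr, 37 deg C/5% CO2; detection reagent 12 min RT; luminescence.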
# GLP-1R agonist – qHTS of GLP-1 Receptor Agonists. Glucagon-like peptide 1 receptor (Homo sapiens), P43220. HEK293 GLP-1R CRE-luciferase, luminescence, 4-6 h; cells express a hypersensitive GLP-1R form. Potency, µM (titrated, usually from 45.6 µM), inactives show at the top dose activation, usual class: activators. actives 0.007% (n = 380,000); also: potency is read from the fitted curve at half-maximal effect; % of control where 0% means no effect
# WRN helicase inh – qHTS for Inhibitors of WRN Helicase; Potency, µM (highest dose often 114 µM), without a hit: at the top dose activity change, negative = inhibition, hits mostly inhibitors; actives 0.46% (n = 360,000); WRN helicase unwinding, fluorescent forked duplex, kinetic; Bifunctional 3'-5' exonuclease/ATP-dependent helicase WRN (Homo sapiens), Q14191; AID 651768, 2012; also: potency is read from the fitted curve at half-maximal effect; % is scaled to controls: 0 for no effect and ±100 for the full control effect; nearly all actives have a fitted effect of over 55% in size
# Target sequence (Q14191 whole entry, looked up): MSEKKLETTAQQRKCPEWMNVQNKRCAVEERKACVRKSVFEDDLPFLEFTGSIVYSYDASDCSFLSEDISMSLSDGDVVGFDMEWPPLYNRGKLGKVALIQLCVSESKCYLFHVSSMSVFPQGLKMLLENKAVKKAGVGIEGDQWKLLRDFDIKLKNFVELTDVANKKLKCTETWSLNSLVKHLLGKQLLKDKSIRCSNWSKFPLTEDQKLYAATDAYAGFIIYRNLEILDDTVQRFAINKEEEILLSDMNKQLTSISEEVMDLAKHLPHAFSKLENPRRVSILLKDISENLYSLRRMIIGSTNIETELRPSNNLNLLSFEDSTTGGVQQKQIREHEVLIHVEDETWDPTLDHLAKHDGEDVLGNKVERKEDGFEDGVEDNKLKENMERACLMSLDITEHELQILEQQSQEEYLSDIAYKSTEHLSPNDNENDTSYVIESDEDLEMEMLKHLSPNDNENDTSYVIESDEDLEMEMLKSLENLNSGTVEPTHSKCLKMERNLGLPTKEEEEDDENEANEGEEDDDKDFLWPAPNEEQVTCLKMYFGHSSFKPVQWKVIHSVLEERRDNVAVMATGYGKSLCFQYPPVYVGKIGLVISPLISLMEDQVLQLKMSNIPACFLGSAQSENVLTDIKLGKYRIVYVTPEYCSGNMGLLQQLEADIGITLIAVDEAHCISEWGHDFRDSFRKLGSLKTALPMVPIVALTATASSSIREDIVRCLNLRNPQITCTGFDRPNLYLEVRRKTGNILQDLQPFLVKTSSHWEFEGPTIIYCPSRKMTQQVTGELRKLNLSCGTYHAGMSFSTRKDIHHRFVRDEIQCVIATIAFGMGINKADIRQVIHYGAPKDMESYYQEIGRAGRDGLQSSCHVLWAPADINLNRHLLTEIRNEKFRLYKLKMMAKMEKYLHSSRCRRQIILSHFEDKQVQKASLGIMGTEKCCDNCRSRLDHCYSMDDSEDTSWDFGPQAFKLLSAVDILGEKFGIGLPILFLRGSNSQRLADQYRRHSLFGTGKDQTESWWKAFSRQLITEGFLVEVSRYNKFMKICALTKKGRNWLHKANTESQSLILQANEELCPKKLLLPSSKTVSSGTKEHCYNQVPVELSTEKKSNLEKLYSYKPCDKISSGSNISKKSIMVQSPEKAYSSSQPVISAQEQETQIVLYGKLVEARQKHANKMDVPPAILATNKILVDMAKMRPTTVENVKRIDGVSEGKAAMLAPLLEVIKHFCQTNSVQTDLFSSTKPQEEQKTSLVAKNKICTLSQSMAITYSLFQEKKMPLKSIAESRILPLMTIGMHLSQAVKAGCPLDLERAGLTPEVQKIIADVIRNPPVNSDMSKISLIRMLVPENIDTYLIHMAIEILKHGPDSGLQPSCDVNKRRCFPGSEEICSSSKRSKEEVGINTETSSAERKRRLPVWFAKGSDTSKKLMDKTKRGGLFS
#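 WRN at 20 nM final preincubated with compound 15 min at room temperature; reaction started with 100 nM fluorophore/quencher forked duplex oligonucleotide and 2 mM ATP final. Unwinding followed kinetically by red fluorescence (ex 525, em 598 nm).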
# D3 antag – qHTS of D3 Dopamine Receptor Antagonist: qHTS. max response, negative = inhibition, %. D(3) dopamine receptor (Homo sapiens), P35462. D3R cells, DiscoveRx beta-arrestin luminescence, antagonist mode; active compounds read low. actives 2.5% (n = 360,000). AID 652054, 2013; in the data active = max response below about -50%; inconclusive = no clear call, values can overlap the other calls; also: % is scaled to controls: 0 for no effect and ±100 for the full control effect; mostly tested at two doses, the higher about 12 µM
#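 Cells plated overnight at 1500 cells/well, then exposed to library compounds with dopamine controls for 90 minutes at 37 degrees C. DiscoveRx reagent added for 30–60 minutes at room temperature; luminescence read, quantitative HTS format.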
# * hit, by the source's call; ? = inconclusive; . = no result given; [ ] = another dose, or the depositor's remark. Unless noted, calls follow the shape of the dose curve; as a rule, active = well fitted curve in the direction sought with a large enough effect; inconclusive = small, poorly fitted or top-dose-only effect, or another doubt; inactive = no such curve, though single readings can be large; an effect the other way counts as inactive or inconclusive.
# Screens by letter – A = D3 ag; B = IL-2 act; C = PLK1 PBD block; D = PI5P4Ka inh; E = HEK293 tox; F = GLP1R inv ag; G = GLP-1R agonist; H = WRN helicase inh; I = D3 antag
O=S(=O)(c1ccc2ccccc2c1)N1CCOCC1
  A: -9; B: 1.3; C: -5%; D: -8; E: 13%; F: 4%; G: 8%; H: 8%; I: 2

Cc1ccc(C(=O)COC(=O)CCC(=O)Nc2cc(Cl)ccc2Cl)cc1[N+](=O)[O-]
  A: -4; B: 1.2; C: -13%; D: 4; E: 7%; F: 18%; G: 4%; H: -31%; I: 0

Cc1ccc2c(c1)[C@H]1OCC[C@H]1[C@@H](c1ccncc1)N2
  A: 3; B: -0.8; C: -16%; D: 0; E: -5%; F: 17%; G: 4%; H: 3%; I: 15

CC(=O)Nc1nc(COc2ccc3ccccc3c2)cs1
  A: 0; B: -2.7; C: -1%; D: -1; E: 5%; F: 0%; G: 0%; H: 1%; I: 19

CCN1C[C@@H]2[C@@H]3C(=O)N(C)C(=O)[C@@H]3[C@](Cc3ccccc3)(C1=O)N2C(=O)c1ccc(C(C)(C)C)cc1
  A: 4; B: -0.2; C: -12%; D: 2; E: 4%; F: 12%; G: -4%; H: 15%; I: 0

O=C(Nc1ccc2c(c1)OCCO2)C(C1CC1)n1c(=O)c(-c2cc3ccccc3[nH]2)nc2ccccc21 (stereo not given)
  A: 3; B: -0.5; C: -1%; D: -1; E: .; F: 11µM*; G: .; H: 2%; I: -17

Oc1cc(CNCc2ccccc2)c(O)cc1CNCc1ccccc1
  A: 0; B: -0.9; C: ?; D: -56*; E: -11%; F: 9%; G: 7%; H: -16%; I: -11

CN(C)/C=N/c1sc2c(c1C#N)CCC2
  A: 4; B: -1.1; C: -6%; D: .; E: 13%; F: 0%; G: 4%; H: -4%[57.1 µM]; I: -18

C=CCN(CC=C)C(=O)c1c(OC)cccc1OC
  A: -3; B: -1.4; C: -6%; D: -3; E: -14%; F: 2%; G: 2%; H: -1%; I: -24

COC(=O)C(C)Sc1nc2c(cnn2-c2ccc(Cl)cc2)c(=O)[nH]1 (stereo not given)
  A: -9; B: -2.3; C: -4%; D: -2; E: 3%; F: 20%; G: 0%; H: -2%; I: -16

O=C(NO)c1ccc(OC(F)F)cc1
  A: -10; B: -0.2; C: -4%; D: 4; E: -10%; F: 45%[activator]; G: 1%; H: -4%; I: 31

COc1ccc(C(=O)OCC(=O)NC(C)CCc2ccccc2)cc1OC (stereo not given)
  A: -2; B: -2.8; C: -1%; D: 1; E: 1%; F: 27%; G: -4%; H: 4%; I: -9

O=C1c2ccccc2NC(c2cccc(O)c2)N1c1ccccc1 (stereo not given)
  A: -8; B: -3.6; C: ?; D: -12; E: 0%; F: ?; G: 1%; H: -24%; I: 15

O=C(NCCCn1ccnc1)c1cccc(Cl)c1
  A: 9; B: -2.0; C: 5%; D: -4; E: -1%; F: 15%; G: 1%; H: 4%; I: 1

COc1ccc(NC(=O)C2CCCC2)cc1S(=O)(=O)N1CCOCC1
  A: 8; B: 0.8; C: -1%; D: 3; E: -12%; F: 1%; G: -1%; H: 4%; I: 0

# Exported tab-delimited: entries from further up.
molecule	D3 ag	IL-2 act	PLK1 PBD block	PI5P4Ka inh	HEK293 tox	GLP1R inv ag	GLP-1R agonist	WRN helicase inh	D3 antag
O=C(NCCCn1ccnc1)c1cccc(Cl)c1	9	-2.0	5%	-4	-1%	15%	1%	4%	1
C=CCN(CC=C)C(=O)c1c(OC)cccc1OC	-3	-1.4	-6%	-3	-14%	2%	2%	-1%	-24

# (cont.)
# Screens by letter – A = D3 ag; B = IL-2 act; C = PLK1 PBD block; D = PI5P4Ka inh; E = HEK293 tox; F = GLP1R inv ag; G = GLP-1R agonist; H = WRN helicase inh; I = D3 antag
O=C(c1cn(-c2ccccc2)nc1-c1cccc([N+](=O)[O-])c1)N1CCCCC1
  A: 3; B: 0.9; C: -10%; D: 6; E: -5%; F: -14%; G: 6%; H: -27%; I: -7

C[C@@H]1Cn2cnc(C(=O)N[C@@H](Cc3c[nH]c4ccccc34)C(=O)OC(C)(C)C)c2C(=O)N1
  A: 13; B: -2.5; C: 1%; D: -1; E: 0%; F: 5%; G: 2%; H: -2%; I: 12

O=C(NCCCn1ccnc1)C(=O)NCc1ccccc1
  A: 1; B: -3.8; C: -12%; D: -1; E: -14%; F: 0%; G: -8%; H: 2%; I: 3

O=C(COc1ccc2c(-c3ccccc3)cc(=O)oc2c1)NCCCN1CCOCC1
  A: -11; B: -0.8; C: -13%; D: 1; E: 6%; F: ?; G: 14%; H: -4%; I: -9

c1ccc2n[nH]nc2c1
  A: 10; B: -1.6; C: 3%; D: 3; E: -3%; F: 6%; G: 0%; H: 4%; I: 11

O=C1CC(c2cccc(Cl)c2)c2cc3c(cc2N1)CCC3 (stereo not given)
  A: 2; B: -2.9; C: -8%; D: .; E: ?; F: 0%; G: 18%; H: -6%; I: -9

O=C(NCCN1C(=O)S/C(=C\c2ccccc2F)C1=O)C1CC(=O)N(Cc2ccccc2)C1 (stereo not given)
  A: 0; B: 2.0; C: -8%; D: -14; E: ?; F: -16%; G: -18%; H: ?; I: 7

CC(C)N1C(=O)S/C(=C\c2ccc(-c3ccc(Cl)c(C(=O)O)c3)o2)C1=O
  A: -3; B: 1.0; C: ?; D: -30; E: 125%[activator]; F: 9%; G: -3%; H: ?; I: ?

Nc1c(Br)cc(Br)c2c1C(=O)c1c(cccc1S(=O)(=O)O)C2=O
  A: -17; B: -0.4; C: -26%; D: -57*; E: ?; F: -12%; G: 0%; H: ?; I: -55*

Cc1ccc2c(=O)[nH]c(Nc3nc(C)cc(-c4ccccc4)n3)nc2c1
  A: 2; B: 0.5; C: -3%; D: 6; E: -5%; F: -24%; G: 2%; H: 1%; I: -6

CCOC(=O)c1c(NC(=O)/C=C/c2ccc3c(c2)OCO3)sc(C)c1CC
  A: 4; B: -0.1; C: -3%; D: -6; E: 4%; F: 2%; G: -18%; H: 4%; I: -5

C=CCN(c1nc(C)c(Br)c(OC)n1)S(=O)(=O)c1ccc(C)cc1
  A: -5; B: 0.5; C: 2%; D: 15; E: 8%; F: ?; G: 7%; H: -4%; I: 1

COC(=O)C1CCN(C(=O)/C(C)=C\c2ccccc2)CC1
  A: 1; B: 0.1; C: -2%; D: -11; E: -4%; F: 12%; G: -6%; H: 8%; I: 6

COc1ccc(-c2cn[nH]c2-c2ccc(O)cc2O)cc1OC
  A: 7; B: 0.0; C: -15%; D: -1; E: -7%; F: 62%[activator]; G: 18%; H: -2%; I: -19

Cc1cccc(NC(=S)NCc2cccs2)c1C
  A: 7; B: -1.3; C: -2%; D: 5; E: -21%; F: ?; G: 3%; H: 4%; I: -5

CC(Oc1ccccc1)C(=O)OCC(=O)NC(=O)NCc1ccco1 (stereo not given)
  A: 2; B: -0.6; C: -9%; D: -29; E: -6%; F: -2%; G: -12%; H: -24%[57.1 µM]; I: -5

CNc1cccc(-c2cc(OC)c(OC)c(OC)c2)n1
  A: -9; B: 0.5; C: -11%; D: 0; E: -9%; F: 18%; G: 19%; H: -7%; I: 0

CC(=O)N(CCCN(C)C)Cc1ccccn1
  A: 44*; B: 0.3; C: -19%; D: 3; E: 7%; F: 1%; G: 12%; H: 23%; I: 0

O=C(Nc1cccc2nsnc12)C1CC(=O)N(c2ccccc2)C1 (stereo not given)
  A: 4; B: -0.1; C: -5%; D: -22; E: 48%[activator]; F: -1%; G: 0%; H: -23%; I: 29

CCN(CC)CCSc1nnc2c3cc(C)ccc3n(Cc3ccccc3)c2n1
  A: -19; B: -5.2; C: ?; D: -10; E: ?; F: 13µM*; G: 24%; H: -3%; I: -29

Cc1cc(C)nc(N(C#N)Cc2ccc([N+](=O)[O-])cc2)n1
  A: -2; B: -2.7; C: 9%; D: 4; E: 1%; F: 4%; G: 22%; H: -1%; I: 15

Cc1cc(C)c2c(=N)c3ccccc3n(CCCCCCCCn3c4ccccc4c(=N)c4c(C)cc(C)nc43)c2n1
  A: 2; B: -0.7; C: -8%; D: -67*; E: 147%[activator]; F: ?; G: -10%; H: 50µM*; I: ?

CC(C)CC(C(=O)NC(C)(C)C)N(Cc1ccccc1Cl)C(=O)c1snc(C(N)=O)c1N (stereo not given)
  A: 2; B: -0.4; C: -11%; D: 2; E: 8%; F: ?; G: 2%; H: -12%; I: 27

Cc1ccc(CN2C(=O)CSCC2(C)C(=O)NCc2ccccc2)cc1 (stereo not given)
  A: -5; B: -0.7; C: -11%; D: 0; E: 23%; F: 13%; G: .; H: -2%; I: ?

CCCn1cnnc1CNC(=O)[C@H]1O[C@@H](n2cnc3c(N)ncnc32)[C@H](O)[C@@H]1O
  A: 7; B: -0.3; C: -2%; D: -1; E: 3%; F: 22%; G: -5%; H: -8%; I: 0

CCOC(=O)CC[C@H](NC(=O)Cn1cc(C)c(=O)[nH]c1=O)C(=O)OCC
  A: 6; B: 0.9; C: -6%; D: 0; E: -4%; F: 12%; G: -4%; H: 1%; I: 3

Cc1ccc(S(=O)(=O)c2nc(S(C)(=O)=O)sc2N2CCC(C)CC2)cc1
  A: -2; B: -3.2; C: ?; D: -1; E: -9%; F: 56%[activator]; G: 7%; H: -6%; I: -28

Nc1nccnc1C(=O)OCC(=O)c1ccc[nH]1
  A: 7; B: -0.8; C: -6%; D: -22; E: 3%; F: 11%; G: -3%; H: -16%; I: -13

# The order is random. Share with any hit: about 7.8%.
